Screening results as filed in PubChem.
TEAD-YAP block – TEAD-YAP interaction inhibition. HEK-TIYL cells, TEAD-Gal4/YAP UAS-luciferase luminescence. inhibition, % at 9.12 µM. 640,000 compounds, 1.4% hits; in the data active = inhibition above about 32%;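 note: 0% = median of test compound wells and 100% = reference inhibitor wells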
GPR151 ag – activators of human GPR151; PathHunter beta-arrestin GPR151 cells, luminescence; 650,000 compounds, 1% hits; activation, % at 11.2 µM; in the data active = activation above about 4.9%;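 note: 0% = median of compound wells and 100% = cells with positive control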
MITF primary – human MITF inhibition, primary screen; 650,000 compounds, 0.91% hits; AID 1259374; inhibition, % at 2.6 µM; AlphaScreen MITF homodimerization, bead proximity signal; in the data active = inhibition above about 50%;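 note: 0% = vehicle wells with protein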
FBW7 act – human FBW7 E3 ligase activation, primary screen; normalized activity (activation), % at 26.1 µM; AlphaScreen FBW7–phospho-cyclin E peptide binding, activator screen; 650,000 compounds, 0.13% hits; in the data active = normalized activity above about 1.9%;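 note: purified mutant Fbw7 with reduced substrate affinity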
Target sequence (Q969H0 whole entry, looked up): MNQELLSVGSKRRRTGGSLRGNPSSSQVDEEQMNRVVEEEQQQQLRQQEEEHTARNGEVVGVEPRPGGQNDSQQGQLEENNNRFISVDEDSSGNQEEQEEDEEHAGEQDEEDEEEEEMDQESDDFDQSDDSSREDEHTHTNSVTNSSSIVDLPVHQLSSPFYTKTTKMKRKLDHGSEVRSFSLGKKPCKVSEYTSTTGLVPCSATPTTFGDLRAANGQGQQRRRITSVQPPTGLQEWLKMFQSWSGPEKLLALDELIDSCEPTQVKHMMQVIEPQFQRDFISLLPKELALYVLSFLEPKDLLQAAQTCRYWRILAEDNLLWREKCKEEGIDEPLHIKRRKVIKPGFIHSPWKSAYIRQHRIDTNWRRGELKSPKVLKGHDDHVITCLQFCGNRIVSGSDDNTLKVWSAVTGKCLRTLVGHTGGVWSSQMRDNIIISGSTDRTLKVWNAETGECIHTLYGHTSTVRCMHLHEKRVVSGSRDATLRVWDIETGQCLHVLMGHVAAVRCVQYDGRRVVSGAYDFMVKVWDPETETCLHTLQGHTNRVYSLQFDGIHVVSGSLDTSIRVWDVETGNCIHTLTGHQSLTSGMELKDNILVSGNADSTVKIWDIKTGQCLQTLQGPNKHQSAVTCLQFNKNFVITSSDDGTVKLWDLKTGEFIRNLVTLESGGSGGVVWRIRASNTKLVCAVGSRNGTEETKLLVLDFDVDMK
An asterisk follows results filed as active.

compound	TEAD-YAP block	GPR151 ag	MITF primary	FBW7 act
CCCNC(=O)C(C)n1c2ccccc2c2nc(=O)cc(C)n21 (stereo unspecified)	4.9	0.8	2.6	-0.1
O=C(Nc1ncn(C23CC4CC(CC(C4)C2)C3)n1)C(F)(F)F	-4.3	-0.8	14.3	0.9
O=C(O)c1nn(C23CC4CC(CC(C4)C2)C3)cc1[N+](=O)[O-]	-4.5	-1.7	8.2	0.1
CC(NC(=O)c1ccc(Br)cc1)c1ccc(F)cc1 (stereo unspecified)	2.9	0.6	-1.7	-0.1
CCn1c(-c2ccc(N)cc2)nc2ccccc21	-33.1	-0.5	-13.5	0.1
COC(=O)C1=C(C(=O)OC)SC(=C2C(=S)C(C)(C)N(C(=O)C(C)C)c3cc(C)ccc32)S1	-1.4	-0.1	23.0	-0.3
CN(CC1CCCO1)C1CCN(C(=S)Nc2cc(F)cc(F)c2)CC1 (stereo unspecified)	-8.4	-1.1	11.7	0.0
CCc1cccc(NC(=O)N[C@H]2C[C@H]3C(=O)N[C@@H]([C@@H](C)CC)C(=O)N3C2)c1	-17.9	-1.1	-7.3	0.1
COC(CN(C)C(C(=O)NC1CCCC1)c1ccc(Cl)cc1)OC (stereo unspecified)	2.3	0.2	8.5	0.2
c1ccc(-c2csc3ncnc(N4CCC(N5CCCCCC5)CC4)c23)cc1	10.4	-0.3	-11.4	0.0
CCCCC(NC(=O)CSc1nnc(-c2ccccc2)n1-c1ccccc1)C(=O)O (stereo unspecified)	10.3	-0.6	23.6	0.4
CCN1C(=O)c2cccc3c(NC(=O)c4ccc(F)cc4)ccc1c23	5.7	-0.2	6.7	0.0
Cc1ccc(NC(=O)CC(NCCN2CCOCC2)C(=O)O)cc1Cl (stereo unspecified)	-3.3	3.0	8.7	0.1
CCOC(=O)C1=C(C)NC(=O)CC1c1cc(OC)c(OC)cc1Br (stereo unspecified)	-6.9	0.1	4.2	-0.1
CC1CCCC(NC(=O)Cn2c(=O)c3ccccc3n(C)c2=O)C1C (stereo unspecified)	1.9	0.5	17.3	0.1
COc1ccc(OC)c(C2C(=O)N(C3CCC(C)CC3)CC(=O)N2Cc2ccc(F)cc2)c1 (stereo unspecified)	-16.6	-0.1	4.6	0.1
O=C(Cc1cn(-c2ccc(NCCCN3CCCC3=O)nn2)c2ccccc12)Nc1ccc(N2CCOCC2)cc1	-17.8	-1.3	23.0	0.3
COCCOC(=O)C1=C(C)NC2=C(C(=O)CC(c3ccccc3)C2)C1c1ccc2c(c1)OCO2 (stereo unspecified)	3.4	0.8	-0.4	0.0
Cc1nn(-c2ccccc2)c2sc(C(N)=O)cc12	-12.1	-1.0	18.5	0.1
CN1CCCc2cc(CCNC(=O)C3CCCCC3)ccc21	0.8	0.4	-4.7	-0.1
COC(=O)CN(c1cccc(Cl)c1Cl)S(C)(=O)=O	-4.2	0.1	-1.7	0.0
CCOc1ccc(NC(=O)CCS(=O)(=O)c2ccc3c(c2)SCC(=O)N3)cc1	-4.6	0.0	8.8	0.0
O=C(NC(=S)Nc1cccc([N+](=O)[O-])c1)c1cccc(F)c1	1.0	-1.6	5.4	0.2
O=C1C2C3C=CC(C3)C2C(=O)N1c1ccc(Br)cc1 (stereo unspecified)	6.2	-0.1	0.4	0.0
O=[N+]([O-])c1cccc(Cl)c1CSc1ccccn1	-7.0	0.0	3.5	-0.2
COc1ccc(CCNC(=O)C/C(C)=N/NC(=O)c2ccc(N)cc2)cc1OC	-38.3	1.6	-0.8	0.3
COc1ccc2cc(CCNC(=O)c3ccccc3)c(=O)[nH]c2c1	-26.4	0.0	-10.8	0.0
CCCNC(=O)CCN1C(=O)c2ccccc2C1=O	11.6	-0.8	9.8	0.8
COCCCn1c(C)cn2c3c(=O)n(CCC(C)C)c(=O)n(C)c3nc12	-1.4	-1.2	6.8	0.0
CCOC(=O)/C(N=Nc1cc(C)ccc1OC)=C(\C)O	-4.1	-0.3	16.2	-0.1
Cc1ccc(N2CC(C(=O)Nc3cccc(Br)c3)CC2=O)cc1 (stereo unspecified)	-7.2	-0.4	-1.3	-0.1
COc1cccc(OCC(O)CNC(=O)C2CCCN2c2nc(C)c3ccccc3n2)c1 (stereo unspecified)	-2.7	-0.6	11.2	0.7
CN(C)CCCN(C(=O)c1ccc(-c2ccccc2)cc1)c1nc2ccccc2s1	3.2	0.3	14.7	-0.2
CCc1cc2c(=O)n(CC)c(SCC(=O)N3CC(=O)Nc4ccccc43)nc2s1	1.7	-0.8	6.7	0.2
O=c1cc(CSc2nncs2)nc2ccc(Br)cn12	-11.9	4.2	7.1	0.1
CCOC(=O)c1cnn(-c2ncnc3sc4c(c23)CCCC4)c1/N=C/N(C)C	-2.1	0.4	5.0	0.1
O=C(CCCC1=NS(=O)(=O)c2ccccc2N1)Nc1cccc2ccccc12	2.6	-0.1	4.5	0.3
COc1ccc(-c2nnc(Sc3ccc([N+](=O)[O-])cn3)n2-c2ccccc2)cc1OC	55.4*	-1.8	14.7	0.0
C=CCn1c(SCC(=O)Nc2scc(-c3ccc(C)cc3)c2C(=O)OCC)nc2sc3c(c2c1=O)CCC3	5.4	-0.6	6.5	-0.2
Cc1c(Cl)cccc1NC(=S)N(CCCN1CCC(C)CC1)Cc1ccco1	3.5	0.4	10.7	0.1
COC(=O)c1sc2ncn(Cc3ccc(F)cc3)c(=O)c2c1C	6.7	0.7	0.4	0.1
COc1ccc(C2=NN(c3nc(C)c(C(C)=O)s3)C(c3ccco3)C2)cc1 (stereo unspecified)	-33.4	-1.6	-19.4	0.0
CCOC(=O)C1=C(C)N=c2s/c(=C\c3ccc(N(C)C)cc3)c(=O)n2C1c1ccccc1 (stereo unspecified)	5.8	0.3	7.5	-0.1
COc1ccc(NC(=O)CN(c2ccc(OC)c(Cl)c2)S(C)(=O)=O)cc1	-10.0	0.7	0.0	-0.2
O=C(NCCCN1CCOCC1)C(Sc1ccccc1)c1ccccc1 (stereo unspecified)	-7.0	1.1	1.4	-0.1
CS(=O)(=O)c1ccc(Cl)c(S(C)(=O)=O)c1	-3.0	3.4	-9.2	-0.1
CCOC(=O)CN(c1ccc(F)c(Cl)c1)S(C)(=O)=O	7.7	0.5	-4.4	-0.1
COC(=O)c1cc2ccccc2n1Cc1ccc(Cl)nc1	2.1	0.3	-3.2	0.0
COc1cc(CNCc2ccccc2)ccc1OCCO	7.2	-1.1	2.5	0.0
CCCCCNS(=O)(=O)c1ccc2ccccc2c1	7.0	0.8	8.1	-0.1
CC1(c2ccc(Cl)cc2)CC(C)(C)N(C(=O)c2ccccc2)c2ccccc21 (stereo unspecified)	-0.8	1.5	18.5	0.1
COC(=O)c1ccccc1NC(=O)COc1ccc(I)cc1	-7.5	-0.6	0.9	0.0
CCOC(=O)C1=C(N)Oc2ccc3ccccc3c2C1c1ccc([N+](=O)[O-])cc1 (stereo unspecified)	-4.7	-1.1	20.1	0.4
COC(=O)C1=C(C)NC(C)=C(C(=O)OC)C1c1ccc(Cl)c(Cl)c1	7.8	-0.9	-0.4	0.5
CCCn1nc(CC(=O)O)c2ccccc2c1=O	-2.4	-0.1	-1.8	-0.1
CC(C)(C)c1ccc(C(=O)CC(NCCCn2ccnc2)C(=O)O)cc1 (stereo unspecified)	1.2	0.9	-0.1	-0.1
Cc1cc(C)n2nc(SCC(=O)Nc3ccc(C)c(Cl)c3)nc2n1	26.2	0.3	17.5	0.1
CCOc1ccccc1C(=O)N(CN1CCCC1=O)c1cccc(Cl)c1	-6.1	0.3	5.8	0.0
CC(=O)N1CC(C)C(=O)Nc2c1cc(Br)cc2[N+](=O)[O-] (stereo unspecified)	-1.7	-1.2	-10.7	-0.2
CCN(CC)C(=O)c1ccc[n+](CC)c1	6.7	-1.1	13.2	1.0

Rewritten field by field: entries from further up
> Cc1ccc(NC(=O)CC(NCCN2CCOCC2)C(=O)O)cc1Cl (stereo unspecified)
  TEAD-YAP block: -3.3
  GPR151 ag: 3.0
  MITF primary: 8.7
  FBW7 act: 0.1

> CCOC(=O)C1=C(C)NC(=O)CC1c1cc(OC)c(OC)cc1Br (stereo unspecified)
  TEAD-YAP block: -6.9
  GPR151 ag: 0.1
  MITF primary: 4.2
  FBW7 act: -0.1

> CC1CCCC(NC(=O)Cn2c(=O)c3ccccc3n(C)c2=O)C1C (stereo unspecified)
  TEAD-YAP block: 1.9
  GPR151 ag: 0.5
  MITF primary: 17.3
  FBW7 act: 0.1

> COc1ccc(OC)c(C2C(=O)N(C3CCC(C)CC3)CC(=O)N2Cc2ccc(F)cc2)c1 (stereo unspecified)
  TEAD-YAP block: -16.6
  GPR151 ag: -0.1
  MITF primary: 4.6
  FBW7 act: 0.1

Going on with the list:
compound	TEAD-YAP block	GPR151 ag	MITF primary	FBW7 act
COc1cc(C(C[N+](=O)[O-])c2c(-c3ccc(Cl)cc3)[nH]c3ccccc23)cc(OC)c1OC (stereo unspecified)	-11.1	0.2	-10.3	0.0
CC1(C)C=C(C(=O)N2CCCCC2)C(C)(C)N1	-5.9	1.2	1.3	0.0
COC(=O)c1ccccc1NC(=O)COC(=O)CNC(=O)COc1ccccc1	-4.4	2.7	-11.2	-0.1
CC(C)CCn1c(SCc2ccc(C(C)(C)C)cc2)nc2ccsc2c1=O	-2.3	0.3	-5.2	-0.2
c1ccc2c(N3CCN(c4nc5nonc5nc4N4CCCC4)CC3)ncnc2c1	3.2	0.1	-3.4	-0.1
CCOc1cc(C2C(C(=O)O)c3cc(OC)c(OC)cc3C(=O)N2C)ccc1O (stereo unspecified)	-8.9	0.5	-3.3	-0.1
C=COCCNC(=O)Cn1nc(CCC)n2c(cc3ccsc32)c1=O	-2.7	0.5	2.8	0.2
O=[N+]([O-])c1cccc(Cl)c1CSc1nc2ccccc2s1	-4.6	1.8	4.4	-0.9
O=c1[nH]c2ccc3nsnc3c2[nH]c1=O	-3.9	0.6	-5.3	-0.1
CC(=O)NC(CC(=O)Nc1nccs1)c1ccccc1 (stereo unspecified)	-1.0	-1.0	14.0	0.1
O=C(NNC(=O)c1ccccc1)C(=O)C1C(=O)Nc2ccccc21 (stereo unspecified)	-8.4	-6.4	17.9	0.3
COCCNC(=O)CN1C(=O)NC2(CCCC2)C1=O	8.0	-1.4	12.3	0.1
CC(C)C(=O)N1CCN(c2ccc([N+](=O)[O-])cc2Cl)CC1	1.5	-0.7	18.6	0.2
COc1cccc(CC(NC(C)=O)C(=O)NC2CCN(C(=O)c3cnccn3)CC2)c1 (stereo unspecified)	-3.0	0.3	2.8	0.0
CCOC(=O)CC(=O)CSc1nc2c(sc(=S)n2-c2ccccc2C)c(=O)n1-c1ccccc1F	-4.7	-2.0	4.1	-0.4
COc1ccc(C2=NS(=O)(=O)N(C)C(C(=O)NC3CCCC3)=C2)cc1	-0.8	1.7	8.9	-0.1
CCOc1cccc2cc(-c3cc(=O)oc4cc(OC(=O)N(C)C)ccc34)c(=O)oc12	11.3	-0.8	9.4	0.1
CCCC(C)C(=O)n1nnc2ccccc21 (stereo unspecified)	4.5	0.9	-13.6	-0.2
CC(=O)c1ccc(N2CCN(S(=O)(=O)c3cc(Br)cc4c3N(C(C)=O)CC4)CC2)cc1	-9.0	0.2	13.4	0.3
COc1ccc(CC(=O)NCC2CCC(c3nc4ccccc4n3C)CC2)cc1 (stereo unspecified)	-2.0	-1.1	-3.8	0.1
O=C(NCC1COc2ccccc2O1)Nc1cccc(C(F)(F)F)c1 (stereo unspecified)	-6.5	2.2	1.0	0.0
CC1(C)C(=O)C2(C(=O)N3CCc4ccccc43)CCC1C2 (stereo unspecified)	8.5	0.5	9.8	-0.1
COc1ccc(CCN2C(=O)NC(NC(=O)CC(C)C)(C(F)(F)F)C2=O)cc1OC (stereo unspecified)	8.9	-0.8	3.3	0.0
COc1ccc(-n2cc(-c3ccc(C)cc3)nc2SCC(=O)NCC2CCCO2)cc1 (stereo unspecified)	-14.3	-1.7	-2.3	-0.6
CC(NS(=O)(=O)c1ccc(OCC(=O)Nc2cccc(Cl)c2)cc1)c1ccccc1 (stereo unspecified)	-5.3	0.3	-7.9	-0.1
Cc1oc2cc3oc(=O)c(CCC(=O)O)c(C)c3cc2c1C	5.8	2.0	9.6	0.1
Cc1ccc2c(nc3s/c(=C/c4cc([N+](=O)[O-])c(N5CCOCC5)cc4N4CCOCC4)c(=O)n32)c1C	-2.8	1.4	3.7	0.8

Structures listed so far that contain a tert-butyl group, in the order listed:
compound	TEAD-YAP block	GPR151 ag	MITF primary	FBW7 act
CC(C)(C)c1ccc(C(=O)CC(NCCCn2ccnc2)C(=O)O)cc1 (stereo unspecified)	1.2	0.9	-0.1	-0.1
CC(C)CCn1c(SCc2ccc(C(C)(C)C)cc2)nc2ccsc2c1=O	-2.3	0.3	-5.2	-0.2
